# ERK EGF block = EGF-driven ERK pathway inhibition; HEK293-V1b, EGF-stimulated phospho-ERK AlphaScreen; Potency, µM (series often up to 11.5 µM), for inactives: top-dose activity change, negative = inhibition, usual class: inhibitors; 0.41% of 130,000 active; active = well fitted inhibition curve with a large enough effect; inconclusive = small, poorly fitted or top-dose-only effect, or effect the other way;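 also: plate controls were stimulated vehicle wells for no effect and unstimulated vehicle basal for full effect; nearly all actives have a fitted effect of over 55% in size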
#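 EGF-stimulated (25 nM, 5 min) phospho-ERK in HEK293 cells stably expressing V1b, cells pretreated 30 min with compound at 37C. Homogeneous AlphaScreen read on lysates.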
# The depositor's hits bear a star; ? = inconclusive; & = joins results of further samples; [ ] = dose if it differs, or a comment. Potency is read from the fitted curve at half-maximal effect.
# Start of the data: the first seven records (preview)
ERK EGF block,SMILES
-2%[57.5 µM],O=C(C1=C[C@H](c2csc3ccccc23)C[C@H](OCCCCO)O1)N1CCN(Cc2ccc3c(c2)OCO3)CC1
9%,C/C(=N\NC(=O)c1cccc(F)c1)c1cccc(NC(=O)c2ccc(F)cc2)c1
-10%,COc1cc2ccccc2cc1C(=O)NC(=S)Nc1cccc(C(=O)O)c1
-6%[57.5 µM],CCO[C@H]1OC(C(=O)Nc2ccccc2)=C[C@@H](c2coc3ccccc3c2=O)[C@@H]1CCCO
-12%,O=C(CCc1nnc(CCC2CCCCC2)o1)NCCc1cccnc1
-4%[57.5 µM],NCCc1c(C(=O)O)[nH]c2ccc([N+](=O)[O-])cc12
3%,Cc1cccc2cc(C#N)c(SCC(=O)NCc3cccs3)nc12

# The whole of this part, repeating the preview:
ERK EGF block,SMILES
-2%[57.5 µM],O=C(C1=C[C@H](c2csc3ccccc23)C[C@H](OCCCCO)O1)N1CCN(Cc2ccc3c(c2)OCO3)CC1
9%,C/C(=N\NC(=O)c1cccc(F)c1)c1cccc(NC(=O)c2ccc(F)cc2)c1
-10%,COc1cc2ccccc2cc1C(=O)NC(=S)Nc1cccc(C(=O)O)c1
-6%[57.5 µM],CCO[C@H]1OC(C(=O)Nc2ccccc2)=C[C@@H](c2coc3ccccc3c2=O)[C@@H]1CCCO
-12%,O=C(CCc1nnc(CCC2CCCCC2)o1)NCCc1cccnc1
-4%[57.5 µM],NCCc1c(C(=O)O)[nH]c2ccc([N+](=O)[O-])cc12
3%,Cc1cccc2cc(C#N)c(SCC(=O)NCc3cccs3)nc12
-3%,Cc1ccc(C(=O)N(C)c2nnc(-c3ccncc3)s2)cc1
-7%,O=C(NC1CCCCC1)N1CCN(S(=O)(=O)c2ccc(F)cc2)CC1
-6%,Cc1cccc(S(=O)(=O)Nc2ccc3c(c2)OCCO3)c1
11%,O=C(CN(c1cccc([N+](=O)[O-])c1)S(=O)(=O)c1ccccc1)NCc1ccccc1
-4%,O=C1OC(c2ccc(Cl)cc2)=N/C1=C\C=C\c1ccco1
-5%,O=C1N(Cc2cccc(Cl)c2)C[C@@H]2C[C@@H](c3ccco3)N3CCC[C@@]123
2%,COc1ccc(Oc2nc(OC)cc(OC)n2)cc1
-16%[57.5 µM],Cc1ccc2c(c1)COc1c3ccc(C(=O)NC(C)C)cc3nn1-2
17%,Cc1ccccc1C(=O)NC1CCN(C(=O)N2CCOCC2)CC1
-8%,CCCC1(c2ccccc2)NC(=O)N(CC(=O)Nc2cc(S(=O)(=O)N3CCOCC3)ccc2Cl)C1=O (configuration not stated)
-5%,COC(=O)c1c(NC(=O)/C=C/c2ccco2)sc2c1CCC2
-17%,COC(=O)c1ccc(C)c(NC(=O)CCSc2ccc(C)cc2)c1
1%,Cc1ccc(/C([O-])=C(/C(=S)NCc2ccccc2)[n+]2ccccc2)cc1[N+](=O)[O-]
9%,Cc1ccc(N2C(=O)CC(Sc3ncccc3C(=O)O)C2=O)cc1 (configuration not stated)
-12%[57.5 µM],Cc1cc(C)n(CCNC(=O)CC2C(=O)NCCN2Cc2ccccc2C(F)(F)F)n1 (configuration not stated)
1%,COc1ccc2c(c1)C(c1ccc(C)o1)=NNC(c1cccnc1)=N2
-5%,COc1cc(C(=O)OCc2ccc(C)cc2)cc(NC(=O)c2cccs2)c1OC
-7%,CN(C)S(=O)(=O)c1ccc(NC=O)cc1
-8%,CN(Cc1ccon1)Cc1cn(C)nc1-c1ccc2c(c1)OCCO2
-4%,CC(C)C(=O)Nc1nnc(SCc2cccc(F)c2)s1
3%,COc1ccc(NC(=O)C23CC4CC(C2)CC(c2ccc(C)cc2)(C4)C3)cc1
12%,Cc1cc(C)cc(N/C(N)=N/c2nc(C)cc(C)n2)c1
3%,FC(F)(F)c1cccc(Cc2noc(CN3CCCCC3c3ccccn3)n2)c1 (configuration not stated)
-2%,COC(=O)c1c(C)nsc1NC(=O)Oc1ccccc1
-5%,Cc1ccc2nc(SCc3nc4ccccc4c(=O)[nH]3)[nH]c2c1
1%,Cc1nn(-c2ccc(F)cc2)c(Cl)c1/C=C/C(=O)N1CCNC(=O)C1
-3%,O=C(COc1ccc2ccc(=O)oc2c1)OCc1ccccc1
2%,COc1cccc(CNC(=O)C2=Cc3cccc(OC)c3OC2)c1
-2%[57.5 µM],CCOC(=O)C1CCN(C(=O)c2cccnc2Oc2ccccc2)CC1
?,O=C1NC(=O)c2cc(Nc3ccccc3)c(Nc3ccccc3)cc21
7%[57.5 µM],Cc1ccc(N2C(=O)N(C(C)C)C(C)(C)CC2(C)O)cc1 (configuration not stated)
-3%[57.5 µM],CCOC(=O)c1cc(-c2ccccc2)n[nH]1
4%,Cc1nc(NC(=O)/C=C/c2ccco2)sc1C
-19%,C[C@@H]1CN(C(=O)c2nc3ccc(Cl)cn3c2CNCC[C@@H]2C[C@@H]3C=C[C@H]2C3)C[C@H](C)O1
2%,Cc1ccc(C)c(NC(=O)CSc2nnc(CNC(=O)c3cccs3)o2)c1
3%,CCOC(=O)C1CCN(C(=O)C2(NC(=O)NC3CCCCC3)CCCCC2)CC1
2%,COc1ccc(C(=O)NNC(=O)C(Cc2ccc(O)cc2)NC(=O)c2ccccc2NC(=O)c2ccc(OC)cc2)cc1 (configuration not stated)
-7%,C/C=C(/C)C(=O)O[C@@H]1c2c(ccc3ccc(=O)oc23)O[C@@H]1C(C)(C)OC(=O)/C(C)=C\C
?,CCCOc1ccc(C(=O)CCC(=O)OCC(=O)Nc2ccc(OCC)cc2)cc1
-9%[57.5 µM],CC(C)=CCC/C(C)=C/C(N)=O
0%,COc1ccc(OC)c(C(C)NC(=O)Nc2ccccc2)c1 (configuration not stated)
3%,O=C(CN1C(=O)NC2(CCCCCC2)C1=O)NCc1cccs1
-7%,O=C(c1ccc([N+](=O)[O-])cc1)N1CCC(n2nnc3cc(F)ccc32)CC1
7%,Cc1ccc(OCc2nnc(SCC(=O)c3ccccc3)n2-c2ccccc2)cc1
4%,Cc1cc(C)c(C(N)=O)c(Nc2ccc3c(c2)OCCO3)n1
11%[57.5 µM],CCN(CC)S(=O)(=O)c1ccc2c(c1)N(CC(=O)NCc1ccccn1)C(=O)CO2
-12%[57.5 µM],Cc1cc(C)cc(NC(=O)c2ccc(CNc3c(N4CCCC4)c(=O)c3=O)cc2)c1
12%,CC(=O)NCCCC(=O)NN1C(=S)N(Cc2ccccc2)C(=O)C1CC(=O)Nc1cccc(C)c1 (configuration not stated)
-8%,O=C(/C=C/c1ccc2c(c1)OCO2)c1ccccc1
6%,O=c1c2ccccc2nc(CSc2nnnn2-c2ccccc2)n1-c1ccccc1Cl
8%,Cc1cccc(-n2c(-c3csc(C)c3C)n[nH]c2=S)c1
0%,CC(C)CN(CC(C)C)C(=O)Nc1cccc([N+](=O)[O-])c1
?,Cc1cc(C(=O)Cn2nc(C(=O)O)c3ccccc3c2=O)c(C)n1-c1ccccc1

# Next entries follow.
ERK EGF block,SMILES
3%,COCCn1c(-c2cccc([N+](=O)[O-])c2)nc2c1c(=O)[nH]c(=O)n2Cc1ccccc1
0%,O=[N+]([O-])c1ccc(C2Nc3cccc4cccc(c34)N2)cc1
2%,COc1cc(C(=O)Oc2ccccc2/C=N/NC(=O)c2ccc(C)c(Cl)c2)cc(OC)c1OC
15%,c1ccc(N2CCN(Cc3nc4ccccc4[nH]3)CC2)nc1
0%[57.5 µM],C=CCOc1ccc(/C=C2\SC(=S)N(C(C(=O)O)c3ccccc3)C2=O)cc1 (configuration not stated)
5%,COc1ccc(NC(=O)c2ccc(COCC(F)(F)F)cc2)cc1OC
-2%,Cc1ccc(NCc2nnc3n2CCCCC3)c(C)c1
7%,COc1ccccc1Oc1ccc2c(c1)C(=O)N(c1ccccc1)C2=O
0%[57.5 µM],Cc1ccc(CN2C(=O)N/C(=C/c3ccc(-c4ccc(C(=O)O)cc4)o3)C2=O)cc1
4%,CC(C)Oc1ccc(CN=C(N)N=C(N)N)cc1Cl
7%,CCN1CCN(CC(=O)Nc2cc(C)c(C)cc2[N+](=O)[O-])CC1
4%[57.5 µM],Cc1nn(C)c(Cl)c1CN1CCN(CCC(C)C)C(CCO)C1 (configuration not stated)
-5%,CCCC(=O)NNC(=O)CCC(=O)Nc1ccccc1Cl
11%,CCc1ccc(OCCCC(=O)NCc2ccccc2)cc1
16%,OCCCNC(=S)NC1CCCC1

# Among those listed so far, these have a furan ring, fused or not:
ERK EGF block,SMILES
-4%,O=C1OC(c2ccc(Cl)cc2)=N/C1=C\C=C\c1ccco1
-5%,O=C1N(Cc2cccc(Cl)c2)C[C@@H]2C[C@@H](c3ccco3)N3CCC[C@@]123
-5%,COC(=O)c1c(NC(=O)/C=C/c2ccco2)sc2c1CCC2
1%,COc1ccc2c(c1)C(c1ccc(C)o1)=NNC(c1cccnc1)=N2
4%,Cc1nc(NC(=O)/C=C/c2ccco2)sc1C
0%[57.5 µM],Cc1ccc(CN2C(=O)N/C(=C/c3ccc(-c4ccc(C(=O)O)cc4)o3)C2=O)cc1

# Next records.
ERK EGF block,SMILES
-7%,COc1cccc(-c2ccc(SCC(=O)NCCc3ccccc3)nn2)c1
4%,CCN1CNC(=S)N(CCc2ccccc2)C1
-9%[57.5 µM],OC(c1nc2ccccc2[nH]1)C(O)C(O)C(O)c1nc2ccccc2[nH]1 (configuration not stated)
7%[57.5 µM],Cc1ccc(C(=O)O/N=C(\N)Cc2ccc([N+](=O)[O-])cc2)c(Cl)c1
3%,C/C=C/Cn1cccc(C(=O)Nc2ccc(OC)cc2)c1=O
7%,COc1ccc(C)cc1NC(=O)c1ccccc1NS(=O)(=O)c1cccc2cccnc12
-4%,CC1CN(C(=O)C2CC2)C(C)CN1C(=O)C1CC1 (configuration not stated)
19%&6%&-1%,CNC(=O)Oc1ccc2c(c1)[C@@]1(C)CCN(C)C1N2C (some centres not stated)

# Given tab-delimited: 2 of the compounds above.
Compound	ERK EGF block
CCN1CNC(=S)N(CCc2ccccc2)C1	4%
COc1ccc(C)cc1NC(=O)c1ccccc1NS(=O)(=O)c1cccc2cccnc12	7%

# Source: PubChem (National Center for Advancing Translational Sciences (NCATS))

# Only part of the results is shown, so the mix of outcomes need not match the whole.
